Screening results deposited in PubChem BioAssay by NMMLSC.
Bim-Bfl-1 – inhibitors of Bim binding to Bfl-1, primary screen, biochemical, multiplexed, bead-based flow cytometry. Bcl-2-related protein A1 (Homo sapiens), Q16548. Bim-Bfl-1 binding inhibition. inhibition, % at 10 µM. hit rate 0.12% among 190,000;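 further: 0% = wells without compound plus tracer and 100% = blocker peptide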
RGS4-Gao reg – modulators of RGS4 binding to Galphao, primary screen, biochemical, multiplexed bead flow cytometry; Guanine nucleotide-binding protein G(o) subunit alpha (Homo sapiens), P09471; actives lie on both sides; binding response (% of control), % at 10 µM; hit rate 0.33% among 220,000; in the data active means binding response below about 49% or above about 150%; inactive means in between;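 further: fluorescent Galphao activated with aluminum fluoride binding bead-coupled RGS4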
Bcl-B Bim block – inhibitors of Bim-Bcl-B binding, primary screen, biochemical, multiplexed, human Bcl-2 family. Bcl-2-like protein 10 (Homo sapiens), Q9HD36. bead-based flow cytometry, Bim peptide-Bcl-B binding. inhibition, % at 10 µM. hit rate 0.073% among 190,000. AID 951, 2007;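 further: 0% = tracer peptide without compound and 100% = reference inhibitor peptide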
RGS8-Gao – RGS8-Galphao binding modulators, primary screen, biochemical, multiplexed bead flow cytometry; Guanine nucleotide-binding protein G(o) subunit alpha (Homo sapiens), P09471; actives lie on both sides; response (percent of control binding), % at 10 µM; hit rate 0.34% among 220,000; in the data active means response below about 60% or above about 140%; inactive means in between;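 further: Galphao activated as the GDP aluminium fluoride complex binding bead-coupled RGS8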
Bim-Mcl-1 – inhibitors of Bim peptide binding to Mcl-1, primary screen, biochemical, bead-based flow cytometry, multiplex | inhibition, % at 10 µM | hit rate 0.1% among 190,000 | Induced myeloid leukemia cell differentiation protein Mcl-1 (Homo sapiens), Q07820 | Bim peptide-Mcl-1 binding;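 further: 0% = no compound tracer wells and 100% = peptide blocker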
ABCB1 inh – ABCB1 efflux pump inhibitors, primary screen, cell-based, multiplex, flow cytometry, ABCG2 counter-screen; AID 1326, 2008; CCRF-Adr cells, JC-1 efflux; hit rate 0.067% among 190,000; ATP-dependent translocase ABCB1 (Homo sapiens), P08183; inhibition, % at 6.6 µM; in the data active means inhibition above about 40%;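 further: 0% = vehicle and 100% = reference inhibitor; higher value means more JC-1 retained so stronger ABCB1 efflux block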
Bim-Bcl-XL – inhibitors of Bim-Bcl-XL binding, primary screen, biochemical, multiplexed, bead flow cytometry, human Bcl-XL. inhibition, % at 10 µM. Bim peptide-Bcl-XL binding, fluorescence. hit rate 0.04% among 190,000
RGS7-Gao reg – RGS7-Galphao binding modulators, primary screen, biochemical, multiplexed bead flow cytometry; Guanine nucleotide-binding protein G(o) subunit alpha (Homo sapiens), P09471; actives lie on both sides; binding response (% of control), % at 10 µM; hit rate 0.35% among 220,000; in the data active means binding response below about 49% or above about 150%; inconclusive means no clear call, values can overlap the other calls; inactive means in between;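 further: fluorescent Galphao held in activated GDP-AlF4 state binding bead-coupled RGS7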
Bim-Bcl-2 – inhibitors of Bim-Bcl-2 binding, primary screen, biochemical, multiplexed, human Bcl-2 family | Apoptosis regulator Bcl-2 (Homo sapiens), P10415 | Bead-based flow cytometry, Bim peptide-Bcl-2 binding | inhibition, % at 10 µM | hit rate 0.06% among 190,000; in the data active means inhibition above about 40%; inconclusive means no clear call, values can overlap the other calls;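 further: 0% = no compound wells with probe peptide and 100% = reference peptide inhibitor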
ABCG2 block – ABCG2 efflux pump inhibitors, primary screen, multiplex with ABCB1, IgMXP3 cells, flow cytometry | Broad substrate specificity ATP-binding cassette transporter ABCG2 (Homo sapiens), Q9UNQ0 | inhibition, % at 6.6 µM | hit rate 0.1% among 190,000 | AID 1325, 2008 | JC-1 efflux;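 active means inhibition above 80%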;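 further: 0% = DMSO and 100% = nicardipine control wells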
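Test system: IgMXP3 (ABCG2) plus far-red-tagged CCRF-Adr (ABCB1) cells. Reagent: JC-1 dye as substrate. Timing: 10 min exposure at 25 °C with rotation, no wash. Measured by: flow cytometric JC-1 green MFI at 530 nm. Read-out: percent efflux inhibition, scaled nicardipine 100% to DMSO 0%. Control set: nicardipine and DMSO wells.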
Bcl-W Bim block – inhibitors of Bim binding to Bcl-W, primary screen, biochemical, multiplexed, bead-based flow cytometry | AID 952, 2007 | hit rate 0.02% among 190,000 | Bim peptide-Bcl-W binding | inhibition, % at 10 µM;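 further: 0% = bound tracer without compound and 100% = peptide blocker; higher means less fluorescent Bim peptide bound to Bcl-W beads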
* = called active by the depositor; ? = inconclusive. Unless noted, no stated cut-off is given here; in the data, active means inhibition above about 40%.

A first look (two entries):
SMILES,Bim-Bfl-1,RGS4-Gao reg,Bcl-B Bim block,RGS8-Gao,Bim-Mcl-1,ABCB1 inh,Bim-Bcl-XL,RGS7-Gao reg,Bim-Bcl-2,ABCG2 block,Bcl-W Bim block
COc1ccccc1/C=N/NC(=O)c1ccc(NC(=O)c2cccc([N+](=O)[O-])c2)cc1,-9,97,-9,98,-3,-0.4,0,94,-5,-1,-1
CCc1ccccc1NC(=O)CCc1nc(-c2cccs2)no1,-4,100,-6,99,-2,0.2,-1,?,-7,6,1

This part in full, from the first entry:
SMILES,Bim-Bfl-1,RGS4-Gao reg,Bcl-B Bim block,RGS8-Gao,Bim-Mcl-1,ABCB1 inh,Bim-Bcl-XL,RGS7-Gao reg,Bim-Bcl-2,ABCG2 block,Bcl-W Bim block
COc1ccccc1/C=N/NC(=O)c1ccc(NC(=O)c2cccc([N+](=O)[O-])c2)cc1,-9,97,-9,98,-3,-0.4,0,94,-5,-1,-1
CCc1ccccc1NC(=O)CCc1nc(-c2cccs2)no1,-4,100,-6,99,-2,0.2,-1,?,-7,6,1
COC(=O)c1ccc(CS(=O)(=O)c2ccccc2C)o1,2,94,0,83,-2,0.7,1,89,-3,1,0
CNC(=O)N(C1=NCC(C)(C)S1)c1ccc(F)c(Cl)c1,-9,96,-3,99,1,-0.1,0,98,-6,0,0
CC1Cc2ccccc2N1C(=O)C1CCCCN1S(=O)(=O)c1ccccc1 (stereo not drawn),0,87,0,93,-1,1.1,0,89,0,5,0
COC(=O)c1sc2nc(C)nc(SCC(=O)C(C)(C)C)c2c1C,-6,105,-5,101,-3,-0.3,-3,105,-4,41,-4
C=CCC1c2cccc(C(=O)O)c2C(=O)N1c1ccc(Cl)cc1 (stereo not drawn),-10,98,-5,96,-1,0.0,0,96,-8,1,-1
CCOC(=O)C(=O)c1c(-c2ccc(C)cc2)nc2ccccn12,-3,101,-5,102,-4,0.0,-4,101,-3,1,0
Cc1oc(-c2nc3ccccc3n2C)cc1C(=O)c1ccccc1,-2,97,-5,94,-7,-0.1,-5,100,-5,0,-5
Cc1ccc2c(c1)c(C)c(C)n2CC(O)Cn1nc(C)c(Br)c1C (stereo not drawn),4,100,4,92,58*,0.8,10,98,11,4,8
O=C(N/N=C\c1cn[nH]c1-c1ccccc1)c1cccs1,-3,105,-5,102,-2,0.2,-1,104,0,16,0
CS(=O)(=O)N(CC(=O)NC1CCCC1)Cc1ccc(F)cc1,-4,101,-3,101,-1,0.5,0,100,-2,6,0
COc1ccc(C)cc1NC(=O)Nn1cnnc1,-1,101,-2,103,-4,0.7,-1,101,-8,4,-1
COc1ccc(NS(=O)(=O)c2ccc(SC)cc2)c(OC)c1,-10,101,-6,104,0,0.3,0,102,-8,2,1
CCn1c(SCC(=O)c2ccc(Br)cc2)nnc1C(C)NC(=O)Cc1ccc(OC)cc1 (stereo not drawn),-10,97,-8,98,0,0.4,-9,96,-4,16,0
COc1ccc(OC)c(C2=NOC(C(=O)NCc3cccs3)C2)c1 (stereo not drawn),-2,101,-1,97,0,1.0,0,98,-4,4,-1
CCC(C)NC(=O)Nc1ccc(Br)cc1Cl (stereo not drawn),-4,101,0,101,1,0.6,0,101,-4,6,-5
Cc1cccc(NC(=O)CSc2nnc(CSc3nc(C)cc(C)n3)n2Cc2ccco2)c1,-1,98,0,100,0,2.3,-3,97,-1,5,0
CCC1CCCCN1C(=O)c1noc(C(C)C)c1[N+](=O)[O-] (stereo not drawn),-5,99,-6,101,-2,1.1,-4,101,-6,7,-6
Cc1[nH]c2ccccc2c1C(=O)CSc1ccccn1,-4,101,-1,101,0,1.0,0,102,1,12,1
CSCCC(/C(O)=C(\C#N)c1nc2ccccc2[nH]1)N1C(=O)c2ccccc2C1=O (stereo not drawn),-11,97,-11,103,-4,1.1,-3,100,-13,2,4
O=C(Nc1nnc(-c2ccc3c(c2)OCCO3)o1)C1CCCCC1,-3,99,0,101,0,1.1,0,?,0,14,0
C#CCOCCOCCOCCNc1nc(N2CCN(C(=O)[C@H](CCCCN)n3cc([C@@H](N)C(C)CC)nn3)CC2)nc(N2CCN(C(=O)[C@H](Cc3ccc(O)cc3)n3cc([C@@H](N)CC(C)C)nn3)CC2)n1 (stereo partly drawn),-4,100,-2,100,-1,-0.3,-7,99,-5,-1,0
Cn1c(SCC(=O)NCc2ccccc2)nc2c([nH]c3ccccc32)c1=O,-2,101,-2,100,0,0.2,-1,102,-1,9,-2
Clc1ccc(SCc2nc3ccccc3[nH]2)cc1,-1,101,0,99,0,1.0,1,97,0,13,1
CCOC(=O)C1CCCN(C(=O)c2cn(C)c(=O)c3cc(OC)c(OC)cc23)C1 (stereo not drawn),-2,99,-5,101,-4,-0.1,-9,103,0,0,-4
O=C(O)c1cn[nH]c1-n1cnnn1,-16,99,-9,95,-7,0.4,-13,102,-14,41,-3
NC(=O)NNC(=S)Nc1cccc2ccccc12,1,97,-15,93,1,-0.5,-3,99,-4,0,0
COc1cccc(NC(=S)N(CCCN2CCCC2)Cc2ccco2)c1,-3,98,-3,99,0,0.0,-1,98,-2,-2,-1
Cc1cc(=O)[nH]c(N/N=C/c2cccs2)n1,-5,99,1,101,4,-0.3,5,94,1,0,2
CSC1=NCCN1C(=O)c1cccc(Br)c1,1,99,0,99,-2,0.6,-1,100,-4,2,0
COc1ccc(N(C(=O)c2ccco2)S(=O)(=O)c2cccc([N+](=O)[O-])c2)cc1,-3,87,-4,92,-4,0.6,0,87,-1,1,-1
C=CCNC(=O)/C(C#N)=C/c1ccc(OS(=O)(=O)c2ccc(C)cc2)c(OC)c1,-3,100,-7,98,-6,0.7,-9,106,0,14,-5
O=C(O)c1cnccn1,2,104,-3,85,0,0.3,-1,90,2,0,0
Cn1c(Cc2ccccc2)nnc1SCc1ccc(C(=O)O)cc1,-4,90,-7,76,-6,0.4,-9,95,-3,3,-5
CCOC(=O)C1CCCN(C(=O)c2ccc([N+](=O)[O-])c(C)c2)C1 (stereo not drawn),0,102,-1,101,0,0.5,-3,100,2,3,-1
COc1cc(C(O)P(=O)(OC(C)C)c2ccc(N(C)C)cc2)cc(OC)c1OC (stereo not drawn),-6,92,-5,98,0,0.2,-2,99,-1,0,3
CS(=O)(=O)N(CC(=O)N1CCCC1)c1ccc(OCc2ccccc2)cc1,-11,109,-10,107,-1,2.0,-4,109,-9,9,1
CCOC(=O)c1cc2c(=O)n3ccccc3nc2n(Cc2ccccc2)c1=N,-5,97,-8,99,1,0.1,0,90,-2,1,1
CCN(CC)C(=O)CN1C(=O)NC2(CCc3ccccc3C2)C1=O (stereo not drawn),-6,100,-2,99,2,0.0,-3,99,-3,1,4
N=C1/C(=C\c2ccc(-c3cc(Cl)cc(Cl)c3)o2)C(=O)N=C2SC=C(c3ccccc3)N12,-1,104,-7,103,-1,-1.9,-3,100,-4,-11,-6
Cc1ccn2c(NC(=O)c3cccs3)c(-c3ccccc3)nc2c1,-1,99,-6,102,-4,0.1,-5,101,0,10,-4
CNc1nccc(-c2ccc(Cl)cc2)c1C#N,-2,84,-4,94,-3,0.1,0,97,-2,3,-4
CCOCCOC(=O)C1=C(C)N(C)C(=O)NC1c1cc(Cl)c(O)c(OCC)c1 (stereo not drawn),-20,99,-9,97,0,0.9,-7,98,-8,6,-3
O=C(CSc1nnnn1Cc1ccccc1)N1CCN(c2ccccc2)CC1,-3,91,-4,99,-1,0.4,-4,97,-5,1,0
CCN(CC)S(=O)(=O)c1ccc2c(c1)nc(SCC(=O)N1CCCCCC1)n2-c1ccc(OC)cc1,-13,99,-11,101,0,0.9,-9,102,-13,1,-1
Cc1ccc(/C=C/C(=O)N2CCN(c3ncccn3)CC2)o1,9,90,-29,89,-9,0.9,-4,106,1,0,-2
Cn1cc([N+](=O)[O-])c(C(=O)N(Cc2ccccc2)Cc2ccccc2)n1,-16,99,-9,100,-4,0.8,-6,104,-9,4,-6
CCC(=O)c1cn(CC(=O)NCc2cccnc2)c2ccccc12,1,114,-1,106,-3,1.2,-3,112,-3,6,-1
O=c1c(-c2ccc(F)cc2)coc2cc(O)ccc12,-3,104,1,102,3,0.2,3,104,1,5,4
